Dynein transport: inhibitors of GR-EGFP nuclear translocation, primary screen, dynein cargo transport inhibitor project, imaging, high-content, 3617.4 mouse cells; test concentration mostly 20 µM; stimulated with dexamethasone, 1 µM; active compounds read low; z-score, hits read low; 220,000 tested, 0.47% active; AID 1381, 2008;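 active = plate z-score of nuclear minus cytoplasmic receptor signal below a set negative limit, without overly bright fluorescence or cell loss, cut at about -3.5 in these data, passing the limit was not always enough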;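 also: z-score of nuclear minus cytoplasmic ring GR-EGFP intensity difference per well; some compounds called inactive have numbers as strong as hits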
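Also added: dexamethasone, 1.0 µM final. Medium: tet-free, stripped-serum medium. Detection: fixed, Hoechst-stained cells imaged at 10x for EGFP. Read-out: nuclear-to-cytoplasmic GR-EGFP distribution per well. Times: induction 48 h, compound 1 h, agonist 30 min.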
Lipid droplet: inhibitors of hepatocyte lipid droplet formation, primary screen, imaging, high-throughput imaging, BODIPY stain. AML12 mouse hepatocytes, oleate lipid droplets. inhibition, % at 6.5 µM. AID 1656, 2009. 240,000 tested, 0.4% active;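 active = lipid droplet intensity inhibited by at least 50%, with more than 500 cells counted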
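Assay system: AML12 mouse liver cells | Compound: 6.5 µM single-point dosing | Schedule: Overnight exposure | Technique: Fluorescence imaging, 20x objective, two fields per well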
TNAP activators: human TNAP enzyme activators, primary screen, biochemical, luminescent, no phosphate acceptor, uHTS (AID 1001); one-dose activation fold at 20 µM; EC50 in µM for titrated hits; Alkaline phosphatase, tissue-nonspecific isozyme (Homo sapiens); 200,000 tested, 0.03% active; purified TNAP, luminescent activation assay, no phosphate acceptor; higher activation fold means a stronger effect; in the data active = activation fold from about 3, or a potency from the dose series; inactive = the rest, 99 in 100 with activation fold below about 1.6; also: many of its hits are not listed in these tables
T cell modulator: modulators of CD8 T cell-vesicle binding, primary screen, mouse 2C CD8+ T cells, flow cytometry; 2C CD8+ T cell-vesicle binding; active compounds read low; calls only at 7 µM; 330,000 tested, 0.068% active; AID 2052, 2009;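 active = response, share of CD8 T cells binding vesicles, and their 90th percentile fluorescence all below set limits, cut at about 80% in these data, passing the limit was not always enough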
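material = purified 2C TCR transgenic mouse naive CD8+ T cells | controls = Unloaded micro-vesicles (low), QL9 vesicles with 0.7% DMSO (high) | detection = cytometric PE anti-B7-1 and Alexa647 anti-CD8 signals after 1% paraformaldehyde fixation | incubation = binding step 1.5 h, 37 °C, antibody labelling 20 min, ice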
Myeloid diff 2: induction of myeloid progenitor differentiation, primary screen, cell-based, flow cytometry, MLPCN library | AID 624256, 2012 | ER-HoxA9 myeloid progenitors, lysozyme-GFP differentiation | calls only at 10 µM | 360,000 tested, 1% active;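 active = normalized GFP-positive differentiation at or above the plate's own cutoff, the solvent-only control mean plus 3 SD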;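 also: cells exposed to compound for four days before flow analysis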
PMI inhibitors: inhibitors of human PMI, primary screen, biochemical, fluorescence intensity, coupled assay (AID 1209). Mannose-6-phosphate isomerase (Homo sapiens). 190,000 tested, 0.42% active. purified PMI enzyme, coupled fluorescence intensity; higher % means a stronger effect. inhibition, % at 20 µM, or IC50 in µM where a hit was titrated; in the data active = inhibition above about 50%;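 also: plate controls were DMSO vehicle for no effect and wells lacking substrate for full effect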
bCat nuc transl: modulators of beta-catenin nuclear translocation, primary screen, imaging, HeLa cells, immunofluorescence, high-content; 190,000 tested, 0.3% active; nuclear translocation activity, % at 5 µM; AID 1665, 2009;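 active = nuclear translocation activity above 50% at 5 µM, with a well cell count of 50 or more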;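 also: per-cell ratio of nuclear to cytoplasmic median beta-catenin stain intensity; plate controls were DMSO negative control for no effect and GSK-3 inhibitor IX positive control for full effect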
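Technique: fluorescence imaging of beta-catenin antibody stain plus DAPI / Material: human HeLa cell line / Incubation: compound treatment 24 h, 37°C, 5% CO2 / Read-out basis: % activation of per-cell nuclear versus cytoplasmic median beta-catenin signal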
MT stabilize HCS: microtubule stabilizers in HeLa cells, primary screen, imaging, high-content imaging | HeLa tubulin immunostaining HCS, 24 h; share of cells brighter than vehicle mean+2SD | % tubulin-high responders, % at 10 µM | 200,000 tested, 0.83% active | AID 2205, 2009;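 active = plate Z-score above 3 for both tubulin-high and condensed-nucleus cell shares, with cell loss under 80%, at 10 µM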;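 also: anti alpha tubulin signal scored within the nucleus-defined area of each cell; some results filed as inactive read as strong as hits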
Ins promoter up: insulin promoter activators in MIN6 cells, imaging, high-content screening, mouse beta cells; MIN6 insulin promoter-GFP reporter; active compounds read high; z-score at 5 µM; 190,000 tested, 0.3% active; AID 1625, 2009;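 active = z-score above 3 at 5 µM with at least 500 cells counted in the well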
Dynein transport cytoplasmic EGFP: further read-out of Dynein transport, marked with its call; z-score; measured here: cytoplasmic GR-EGFP intensity; active compounds read high
Dynein transport nuclear GR-EGFP: also measured in Dynein transport; calls as there; z-score; measured here: nuclear GR-EGFP intensity;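 lower value marks the stronger effect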
Dynein transport cell count: recorded beside Dynein transport, whose call it bears; z-score; measured here: cell count per field
Ins promoter up cell count: recorded beside Ins promoter up, whose call it bears; cell count; measured here: cytotoxicity, nuclei count;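 total cells summed across four imaged fields per well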
Lipid droplet cells 6.5 µM: recorded beside Lipid droplet, whose call it bears; cell count; measured here: cell count, cytotoxicity flag;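 cells counted across two imaged fields per well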
bCat nuc transl cell count 5 µM: also measured in bCat nuc transl; calls as there; cell count; measured here: cell count, cytotoxicity flag
T cell modulator vesicle-bound %: recorded beside T cell modulator, whose call it bears; double positive events, %; measured here: CD8+ vesicle-bound cell fraction;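 binding gate set so that unloaded-vesicle control wells show 10% double positive cells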
MT stabilize HCS Hoechst-high %: recorded beside MT stabilize HCS, whose call it bears; % Hoechst-high responders; measured here: nuclear condensation Hoechst responders;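 share of cells brighter than vehicle mean plus two SD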
MT stabilize HCS cytotoxicity %: also measured in MT stabilize HCS; calls as there; toxicity, %; measured here: cytotoxicity by cell density;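 0% = mean cell density of plate MIN control wells and 100% = no cells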
Myeloid diff 2 GFP+ MAC1+ %: second read-out of Myeloid diff 2, no call of its own (marks repeat the call); GFP+ MAC1+ double positive, %; measured here: differentiation confirmed by MAC1 staining
Starred values were filed as active, the others as inactive; i = inactive; nt = not tested or not shown.

mol	Dynein transport	Dynein transport cytoplasmic EGFP	Dynein transport nuclear GR-EGFP	Dynein transport cell count	Lipid droplet	Lipid droplet cells 6.5 µM	TNAP activators	T cell modulator	T cell modulator vesicle-bound %	Myeloid diff 2	Myeloid diff 2 GFP+ MAC1+ %	PMI inhibitors	bCat nuc transl	bCat nuc transl cell count 5 µM	MT stabilize HCS	MT stabilize HCS Hoechst-high %	MT stabilize HCS cytotoxicity %	Ins promoter up	Ins promoter up cell count
COc1ccc(Cl)cc1NC(=O)C(C)Sc1nncn1C (stereo not drawn)	0.387	-0.11	0.332	-0.0658	nt	nt	1.1	i	61.8	i	1.2	4.9%	-1.2	1363	2.9	2.8	6.8	1.66	1574
COc1ccc(Cl)cc1NC(=O)CSc1nc2sccc2c(=O)[nH]1	0.733	-0.291	0.274	-0.402	-7.3	724	1	i	26.2	i	0.1	5.3%	-0.7	1045	2.9	0.8	4.5	nt	nt
CCOC(=O)/C(C#N)=C1/C=CN(C)C=N1	-0.734	-0.252	0.0267	-0.207	nt	nt	1.1	i	31.0	i	0.6	-4.1%	-0.1	1352	4.8	2.4	8.8	1.3	1510
CC(COc1cccc2ccccc12)CN1CCN(C)CC1 (stereo not drawn)	0.399	-0.0996	0.791	-0.141	nt	nt	1.2	i	19.4	i	0.5	7.0%	-3.9	1035	4.3	3.4	10.3	-1.41	1275
COc1cccc(OC)c1C(=O)Nc1ccc([N+](=O)[O-])cn1	-0.698	-0.226	-0.62	0.615	0.1	528	1	i	30.5	i	1.0	-41.7%	-0.6	975	9.1	7.3	11.4	0.75	1363
COc1ccc(N2C(=O)CC(N(Cc3ccco3)C(=O)CCC(=O)O)C2=O)cc1 (stereo not drawn)	-0.26	-0.27	0.173	0.119	1.1	733	1.1	i	35.0	i	0.3	-4.9%	-0.6	1004	nt	nt	nt	-0.14	1405
N#Cc1ccccc1Sc1ccccc1C(=O)Nc1ccc(Br)cc1	-0.56	-0.174	-0.488	0.444	nt	nt	1.1	i	36.5	i	0.6	19.1%	2.1	1375	1.6	2.0	8.1	-0.04	1463
Cc1ccc([N+](=O)[O-])cc1NC(=S)NC(=O)c1cccnc1	-0.269	-0.0294	0.348	1	-3.2	666	0.9	i	60.2	i	0.2	1.0%	-4.9	1020	5.3	2.4	7.3	-0.54	1596
O=[N+]([O-])c1cccc(C(=S)N2CCCC2)c1	1.31	0.0416	1.77	-1.98	-13.2	699	1.1	i	40.1	i	0.3	-2.2%	-1.7	1017	0.8	1.1	3.4	-0.75	1574
COC(=O)c1ccc(NC(=O)c2ccccc2CC[N+](=O)[O-])cc1	0.0377	-0.148	0.0634	-0.0436	-4.2	679	1.1	i	48.8	i	0.1	-7.6%	-2.0	1117	2.3	2.5	8.9	-0.14	1349
CSCCC(NS(=O)(=O)c1ccccc1F)C(=O)NC(C)c1ccccc1 (stereo not drawn)	-0.109	-0.176	-0.173	-0.385	-0.8	683	1.1	i	43.1	i	0.9	-3.7%	-1.3	1123	5.9	2.6	6.7	-0.3	1459
Cc1c(NC(=O)c2cnn3c(C(F)(F)F)cc(-c4ccco4)nc23)c(=O)n(-c2ccccc2)n1C	-0.684	-0.185	-0.305	0.698	nt	nt	1.1	nt	nt	i	0.8	-6.4%	0.3	1198	1.8	1.8	8.3	0.87	946
CCCOC(=O)C(=O)NNc1ccccc1	0.499	-0.322	-0.112	-0.148	8.4	709	1	i	56.0	i	0.1	-86.4%	1.8	1130	1.6	2.8	6.5	-0.09	1149
COC(=O)c1c(C(=O)OC)c(-c2ccccc2)n2c1CS(=O)(=O)C2	0.355	-0.39	0.00859	0.458	4.1	770	1	i	55.1	i	0.7	-7.0%	nt	nt	1.9	2.2	2.6	-0.53	976
Cc1cc(Oc2ccccc2)nc(-c2ccccc2)n1	-0.613	1.89	0.64	-1.02	nt	nt	1	i	13.2	i	7.1	-0.1%	-1.6	1279	2.9	1.6	8.9	-0.87	1567
NS(=O)(=O)c1ccc(NCc2ccccc2OCc2ccccc2F)cc1	0.0867	0.162	0.596	-0.536	nt	nt	1.1	i	25.3	i	0.7	13.1%	4.5	1295	1.4	1.2	6.3	-0.75	1032
O=C(CSc1ncn[nH]1)Nc1ccc(Cl)c(Cl)c1	-0.178	-0.115	0.221	-0.717	4.0	618	0.9	i	32.6	i	1.2	13.7%	-1.5	1034	2.0	1.5	6.6	-0.16	1878
Cc1ccccc1C(=O)N1CCN(c2ccc([N+](=O)[O-])c(NCc3cccnc3)c2)CC1	1.77	0.117	0.933	-1.25	-5.7	640	1	i	17.5	i	0.3	8.8%	-0.7	1181	3.5	1.7	0.1	-1.36	1420
O=C(c1ccc2c3c(cccc13)CC2)C1CCCN(C(=O)c2ccc(=O)[nH]c2)C1 (stereo not drawn)	0.128	-0.255	0.115	0.0888	0.2	731	1	i	23.9	i	0.4	16.4%	0.6	1059	1.0	1.3	6.5	0.68	1468
S=c1[nH]nc(COc2ccccc2)n1-c1ccccc1	-0.0519	-0.362	-0.0115	0.384	-4.6	644	1.1	i	56.3	i	0.3	-3.9%	0.8	1054	3.8	2.5	8.5	0.37	1279
CC1CCN(C(C(=O)NC2CCCCC2)c2cc3c(cc2[N+](=O)[O-])OCO3)CC1 (stereo not drawn)	-0.214	-0.298	0.912	-0.125	-28.2	712	1	i	18.2	i	1.9	19.9%	-1.6	540	2.2	2.4	8.4	-0.63	1298
Cc1cc(-n2c(C)cc(C(=O)CSc3nnc4sc5ccccc5n34)c2C)no1	0.231	-0.149	0.0908	0.265	nt	nt	1.1	i	25.7	i	5.3	-1.2%	-3.9	847	1.9	1.7	3.1	1.29	1282
CCSc1nc(=S)n(CC)c(C)c1C(C)=O	0.0296	-0.176	0.688	-1.34	-6.9	701	1.1	i	25.9	i	7.8	-0.8%	-0.6	1147	2.7	1.8	7.1	0.25	1130
C/C(N)=C(/C#N)C(=O)CSc1nc2scc(-c3ccc(F)cc3)c2c(=O)n1C	1.83	-0.129	0.515	-0.234	-7.0	675	1	i	52.5	i	0.7	-5.3%	-0.6	1073	3.4	1.1	2.8	-0.16	1301
O=C(Nc1ccc(Br)cc1)c1ccc(N2C(=O)C3CC=CCC3C2=O)cc1 (stereo not drawn)	-0.165	-0.146	0.0254	-0.811	7.8	691	1.1	i	48.9	i	0.3	2.3%	0.7	546	2.1	1.9	4.6	0.81	1281
CN1C(=O)SC(Nc2ccccc2C(=O)O)C1=O (stereo not drawn)	-0.957	-0.202	-0.127	0.43	nt	nt	1.1	i	34.1	i	0.9	-4.2%	-2.5	828	2.8	3.1	3.6	1.46	1533
CC1CCN(C(=O)c2[nH]cnc2C(=O)N[C@@H](CCCCNC(=O)OC(C)(C)C)C(=O)OC(C)(C)C)CC1	2.04	-0.421	1.14	-1.04	-3.0	748	nt	i	7.4	i	1.5	nt	1.6	1090	nt	nt	nt	0.61	965
CC(C)CC(COCc1ccc([N+](=O)[O-])cc1)N1CCN(C(=O)c2ccc(C(F)(F)F)cc2)CCC1=O (stereo not drawn)	0.0887	-0.308	0.376	0.495	-6.2	710	1	i	10.6	i	0.6	2.0%	nt	nt	2.9	2.0	5.5	-1.37	965
COCCCNCCOCCOc1ccc(Cl)cc1Br	-0.582	0.163	-0.473	0.608	-2.3	683	1	i	62.6	i	0.6	-13.2%	1.3	512	1.3	2.0	1.4	1.37	1131

Bioassay records as filed in PubChem BioAssay.
